# MEX-5 binding = C. elegans MEX-5 TCR-2 RNA binding activity; Q9XUB2; MEX-5/FITC-TCR2 RNA binding, fluorescence polarization; active compounds read low; activity score (negative = inhibition of binding), % at 10 µM; actives 0.38% (n = 300,000);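 active means inhibition past about -25% in most replicates, and total fluorescence under double the plate's negative control median, limit read from the data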;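 further: 0% = DMSO and -100% = 5 µM competing unlabeled TCR2 RNA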
# Fam108B inh = blocks mouse Fam108B hydrolase in RBBP9 counter-screen. recombinant Fam108B, FP-Rh probe fluorescence polarization. inhibition, % at 9.51 µM. actives 0.33% (n = 300,000). AID 1947;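 active means inhibition above the screen mean inhibition plus 3 SD, computed separately per campaign, cut at about 18% in these data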;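 further: inhibitors lower polarization as less probe binds the enzyme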
# PME-1 primary = PME-1 (human) inhibition; recombinant PME-1, FP-Rh probe fluorescence polarization; Q9Y570; inhibition, % at 5.9 µM; actives 0.53% (n = 320,000);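 active means inhibition above the campaign mean of all compounds plus 3 SD, cut at about 26% in these data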;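 further: competitive labeling of PME-1 active site by serine hydrolase directed probe; 0% = PME-1 with DMSO and 100% = wells lacking PME-1 enzyme; inhibitors block probe labeling so polarization falls and inhibition rises; many of its hits are not listed in these tables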
# GLD-1 TGE inh = GLD-1-TGE RNA interaction inhibition (C. elegans) | purified GLD-1 + fluorescein TGE RNA, fluorescence polarization | inhibition, % at 5.96 µM | actives 0.44% (n = 320,000) | AID 2280;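 active means percent inhibition above a per-plate cutoff, the plate mean of test compounds plus 3 SD, cut at about 30% in these data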;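 further: 0% = DMSO wells with GLD-1 and probe and 100% = wells lacking GLD-1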
# Target sequence (Q17339 whole entry, looked up): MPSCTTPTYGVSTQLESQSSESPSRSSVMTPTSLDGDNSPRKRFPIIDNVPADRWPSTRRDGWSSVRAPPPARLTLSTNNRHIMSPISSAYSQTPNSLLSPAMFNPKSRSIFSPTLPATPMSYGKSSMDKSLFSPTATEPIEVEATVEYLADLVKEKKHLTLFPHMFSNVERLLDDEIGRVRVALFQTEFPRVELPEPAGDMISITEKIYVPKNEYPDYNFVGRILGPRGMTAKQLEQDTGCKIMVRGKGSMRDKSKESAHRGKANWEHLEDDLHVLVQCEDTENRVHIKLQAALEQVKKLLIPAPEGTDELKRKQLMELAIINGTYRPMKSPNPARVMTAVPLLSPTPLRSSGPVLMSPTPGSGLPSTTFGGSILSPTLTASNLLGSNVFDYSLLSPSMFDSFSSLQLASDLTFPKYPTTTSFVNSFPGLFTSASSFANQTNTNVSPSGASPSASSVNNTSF
# MCL1-BIM inh = inhibitors of human MCL1 binding to BIM-BH3 peptide; GST-MCL1 / FITC-Bim-BH3 fluorescence polarization; inhibition, % at 10.9 µM; actives 0.68% (n = 320,000);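 active means inhibition above the mean inhibition of all tested compounds plus 3 SD, set per campaign, cut at about 40% in these data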;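 further: 0% = DMSO wells and 100% = unlabeled Bim-BH3 peptide control; higher means more loss of mP so more displacement of Bim peptide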
# Target sequence (Q07820 whole entry, looked up): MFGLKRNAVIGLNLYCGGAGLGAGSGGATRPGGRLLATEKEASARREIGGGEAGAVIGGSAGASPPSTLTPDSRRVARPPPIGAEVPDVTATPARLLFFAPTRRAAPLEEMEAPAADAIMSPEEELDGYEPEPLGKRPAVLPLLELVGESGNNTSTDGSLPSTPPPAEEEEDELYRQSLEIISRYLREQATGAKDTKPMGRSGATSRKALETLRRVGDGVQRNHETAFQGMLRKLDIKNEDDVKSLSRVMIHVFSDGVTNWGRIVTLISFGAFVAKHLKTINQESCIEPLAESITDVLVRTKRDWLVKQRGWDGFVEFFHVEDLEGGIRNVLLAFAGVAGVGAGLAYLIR
# GSTO1 inh = GSTO1 inhibition, counter-screen for RBBP9 inhibitors. recombinant GSTO1, activity-based probe fluorescence polarization. inhibition, % at 5.96 µM. actives 1.1% (n = 300,000);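 active means inhibition above the campaign mean inhibition plus 3 SD, cut at about 35% in these data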;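 further: 0% = GSTO1-1 with DMSO and 100% = wells lacking GSTO1-1 enzyme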
# Target sequence (P78417 whole entry, looked up): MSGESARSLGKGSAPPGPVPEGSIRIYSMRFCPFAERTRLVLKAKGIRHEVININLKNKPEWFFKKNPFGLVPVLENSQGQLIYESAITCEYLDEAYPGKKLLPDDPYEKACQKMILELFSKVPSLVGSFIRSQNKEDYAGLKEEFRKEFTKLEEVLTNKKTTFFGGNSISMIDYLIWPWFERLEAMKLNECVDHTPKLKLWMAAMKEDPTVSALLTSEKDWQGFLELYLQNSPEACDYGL
# PAD4 inh = inhibitors of human PAD4; recombinant PAD4, RCA probe fluorescence polarization; Q9UM07; inhibition, % at 6.36 µM; actives 0.41% (n = 330,000); AID 485272;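 active means percent inhibition above a cutoff equal to the mean of all tested compounds plus 3 SD, cut at about 15% in these data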;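 further: 0% = PAD4 with RCA probe and DMSO and 100% = probe without PAD4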
# TPT1 inhibitor = C. albicans TPT1 enzyme inhibition; recombinant caTPT1, FP RNA substrate dephosphorylation; inhibition, % at 5 µM; actives 0.81% (n = 300,000); AID 1962;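 active means inhibition above the mean of all tested compounds plus 3 SD, set per screening campaign, cut at about 24% in these data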;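 further: plate controls were DMSO alone for no effect and ferristatin control at 100 nM for full effect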
# Bcl-xL primary = Bcl-xL (human) inhibition | GST-Bcl-xL / FITC-Bim BH3 peptide fluorescence polarization | actives 0.7% (n = 320,000) | Q07817 | inhibition, % at 10.9 µM;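 active means inhibition above the mean of all tested compounds plus 3 SD, cutoff set per campaign, cut at about 30% in these data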;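 further: 0% = DMSO wells and 100% = unlabeled Bim-BH3 peptide competitor; inhibitors lower millipolarization by displacing the labeled peptide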
# Starred values were filed as active, the others as inactive; x = no result given. Not all compounds are listed. The share of hits here may be higher or lower than overall.
SMILES,MEX-5 binding,Fam108B inh,PME-1 primary,GLD-1 TGE inh,MCL1-BIM inh,GSTO1 inh,PAD4 inh,TPT1 inhibitor,Bcl-xL primary
Cc1ccc2c(c1)nnn2C1CCN(CC(=O)N(c2ccccc2)c2ccccc2)CC1,-4.6,1,0,-1,8,9,-2,-3,8
Cc1ccc2cc(C)c(SCC(=O)NCc3ccco3)nc2c1,0.8,-3,4,1,7,-14,-3,-4,1
O=C(OCc1nc2scc(-c3ccccc3)c2c(=O)[nH]1)c1ccco1,-0.1,1,-2,-1,-2,2,2,2,-2
CC(C)(Oc1ccc(Cl)cc1)C(=O)N1CCC(C(N)=O)CC1,1.5,2,1,4,-1,0,-4,-1,4
CCOc1ccc2nc(NCCCO)[nH]c2c1,1.0,-2,-1,1,8,-2,2,-2,6
O=C(NCCCc1ccccc1)C(=O)NCC1OCCN1S(=O)(=O)c1ccc(F)cc1 (stereo not drawn),1.9,0,0,-1,1,0,-2,0,1
CN1CCN(C(=O)C2=C[C@@H](c3ccccc3)C[C@@H](OCCCCO)O2)CC1,-0.7,4,4,6,13,-3,6,-1,10
O=C1NC(=Nc2ccccc2)S/C1=C/c1cccs1,-0.4,-4,-1,-6,0,-15,-8,-1,3
CCN(C(=O)Cn1nc(C)c([N+](=O)[O-])c1C)C1CCS(=O)(=O)C1 (stereo not drawn),-2.3,0,-2,3,-11,-8,-3,-1,-3
Cc1nnc(N(Cc2ccccc2)C(=O)c2cnccn2)s1,-0.4,4,6,2,0,-4,0,-3,1
CC1(C)O[C@@H]2[C@H](O1)[C@@H](CO)O[C@H]2n1c(N2CCCCC2)nc2c(N)ncnc21,x,x,0,-2,8,x,-2,x,4
NC(=O)[C@H]1CC2(CC(c3cccc(NC(=O)[C@H]4CCC(=O)N4)c3)=NO2)CN1C(=O)CC(c1ccccc1)c1ccccc1 (stereo partly drawn),1.4,0,-4,0,3,3,-4,-4,7
COc1ccc(S(=O)(=O)N2CCOCC2)cc1NC(=O)Cc1sc(C)nc1-c1ccc(F)cc1,1.7,0,2,6,1,7,2,3,1
O=C(COC(=O)c1cc(Br)ccc1O)Nc1ccc2c(c1)OCCO2,-0.3,-4,-1,1,7,-2,-4,4,-7
O=C(/C=C/c1ccc(O)c(O)c1)NC(=O)c1ccccc1O,-14,-6,-11,3,38,55*,1,-1,20
CCOC(=O)c1c(NC(=O)c2cc(-c3ccc(O)cc3)on2)sc(C(C)=O)c1C,-1.0,-3,-5,-7,-2,-3,-1,2,1
COc1ccc(/C=N/Nc2ncnc3sc4c(c23)CCCC4)cc1O,-0.5,8,30*,4,8,6,0,2,8
Fc1ccc(-c2csc(Nc3ccccn3)n2)cc1,-0.2,5,7,9,2,-2,-2,-1,3
Cc1nc(N2CCN(c3ccccc3)CC2)[nH]c(=O)c1Cc1ccccc1,0.9,1,3,7,2,2,1,1,0
COc1ccccc1N1CCN(/N=C/c2ccc(C(=O)O)cc2)CC1,-3.0,1,6,3,-9,-7,-3,1,-3
CCOC(=O)c1cnc(-n2cc(C)cn2)nc1Nc1ccccc1OC,-0.8,0,-2,-5,2,3,2,0,2
CCCCC1=CC2=CC(=O)C(C)(OC(=O)CC)C(=O)C2=CN1Cc1ccco1 (stereo not drawn),-8.7,3,3,13,20,6,-8,-5,14
Cc1cccc(CC(=O)Nc2cc(C)c3c(=O)oc4ccccc4c3n2)c1,-2.5,-1,-5,-2,-5,-2,-3,0,-1
O=C(O)/C=C/c1cn(Cc2ccccc2Cl)nc1-c1ccccc1,-0.7,1,-5,3,-2,-10,3,-1,0
O=C(CNCCc1ccccc1)Nc1ccc(C(=O)N2CCCCC2)cc1,2.9,1,1,-2,3,15,-2,-5,7
CCN(CC(=O)Nc1c(F)cccc1F)C(=O)c1cc2ccccc2oc1=O,-2.1,6,4,-2,5,10,0,0,1
Cn1cccc1Cc1nnc(SCC(=O)NCCc2ccccc2)n1-c1ccc(F)cc1,-1.4,0,1,8,3,2,-2,-3,3
COC(=O)c1sccc1NC(=O)CSc1cc(Cl)ccc1Cl,-1.3,-1,-8,2,8,4,1,-2,1
COc1ccc(N(C(=O)c2ccncc2)S(=O)(=O)c2ccc(F)cc2)cc1,1.0,-1,0,9,7,4,1,-3,10
O=C(Nc1ccccn1)c1sc2cccc(F)c2c1Cl,x,4,2,8,7,2,-6,-2,6
CCO/C=C1/C(=O)N(C)C(=O)c2cc(OC)ccc21,-2.5,-9,-1,-36,-21,0,-25,39*,-8
Cc1c(C(C)O)nnn1-c1nonc1N (stereo not drawn),1.5,3,6,7,4,4,2,5,1
O=C(Nc1c(F)cc(F)cc1Br)c1cc(-c2ccc(O)cc2)on1,0.5,-2,-8,5,0,-9,0,-2,4
CCOc1ccc(S(=O)(=O)N/N=C(\C)Cc2ccc(OC)cc2)cc1,2.4,3,1,-2,3,-13,-1,-1,7
COc1cc(OC)c(OC)cc1CNC1CCCCCC1,-3.4,-1,0,0,4,-5,-5,2,4
C=CCNC(=O)C1CCN(c2cc(C)nc(-c3ccccc3)n2)CC1,3.2,2,6,-3,-5,2,-1,1,1
O=C(CCCCCn1c(=S)[nH]c2ccsc2c1=O)NC1CCCCC1,-0.4,-1,0,0,-8,28,5,-2,-3
CCN(CC(=O)Nc1ccc(OC)cc1)C(=O)Cc1cccs1,0.6,-2,-6,4,8,3,-5,10,2
Cc1cc(-c2ccccc2)oc(=O)c1NC(=O)c1ccccc1,-2.6,-1,-1,-3,-7,10,0,-5,-5
Cc1[nH]nc2c1C(C(C)c1ccccc1)C(C#N)=C(N)O2 (stereo not drawn),-1.1,-3,2,4,4,-6,-2,-2,4
C=C(C)CC(NCc1ccco1)c1ccc(OC)cc1 (stereo not drawn),x,3,0,-7,-1,-7,-8,-3,1
CN=c1scc(-c2cccs2)n1/N=C/c1ccccc1O,1.6,2,11,5,8,3,-2,2,9
CCn1c(C)nc2cc(C(=O)NNC(=O)Nc3ccc(Cl)cc3)ccc21,-2.1,-7,-3,-5,-5,-2,-1,2,1
CC(C)(C)C1=Nn2c(nnc2C2CCCCC2)SC1,0.8,3,7,2,6,3,-3,-3,3
Cc1ccc(C)c(N2CCN(CCCNC(=O)CCn3c(=O)c4cccn4c4cccnc43)CC2)c1,-1.3,1,0,1,5,4,1,-1,9
COC(=O)c1c(C)[nH]c(C(=O)COc2ccc3ccc(=O)oc3c2)c1C,x,x,-25,1,-20,x,-7,x,-10
CCOc1ccc(C(=O)N2CCc3ccccc32)cc1,4.0,-3,2,-5,8,4,-3,2,6
Cc1cc(=O)oc(C)c1C(=O)OC(C(=O)c1ccccc1)c1ccccc1 (stereo not drawn),-0.5,3,-5,-3,2,0,0,-1,1
CC(C)OCCCNC(=O)c1cc(Sc2ccc(F)cc2)nc2ccccc12,0.1,-5,2,5,-8,-2,-1,0,0
Cc1cc(C)nc(N2CCC(C(=O)Nc3ccc4c(c3)OCCO4)CC2)n1,2.4,-1,7,-5,-5,2,-7,1,0

# Carrying on:
SMILES,MEX-5 binding,Fam108B inh,PME-1 primary,GLD-1 TGE inh,MCL1-BIM inh,GSTO1 inh,PAD4 inh,TPT1 inhibitor,Bcl-xL primary
O=C(CC1C(=O)NCCN1Cc1cccc(Oc2ccccc2)c1)NCCc1ccccn1 (stereo not drawn),-0.9,-2,4,21,26,9,2,-3,19
COc1ccc(NS(=O)(=O)c2c(F)cccc2F)cc1S(=O)(=O)N1CCOCC1,x,x,3,0,12,x,-1,x,7
Clc1ccc2c(c1)C(N1CCNCC1)Cc1ccccc1S2 (stereo not drawn),-0.6,0,2,-1,6,-1,-4,-5,3
COc1ccc(OC)c(C(=O)N2CCC(C(=O)c3ccc(F)cc3)CC2)c1,-0.5,2,4,-6,8,0,-2,3,5
O=C(c1sc2ccccc2c1Cl)N(Cc1ccco1)C1CCS(=O)(=O)C1 (stereo not drawn),0.8,-2,3,2,-4,-4,1,2,5
Cc1ccc(C(=O)N2CCN(c3ncnc4c3cnn4-c3ccccc3)CC2)cc1,0.3,2,-1,0,39,-3,4,0,6
NC(N)=NS(=O)(=O)c1ccc(N=C2C(=O)Nc3ccccc32)cc1,-0.2,-3,-1,1,-3,2,4,4,3
CC(=O)N1CCC(C(=O)NC2CC(C)(C)Cc3c2cnn3-c2ccc(F)cc2)CC1 (stereo not drawn),0.2,-2,11,-10,-5,1,2,2,4
N#CC(C(=O)NCCc1ccccc1)c1nc2ccccc2nc1N1CCOCC1 (stereo not drawn),-12,-1,0,2,2,6,0,2,3
COc1cccc2cc(C(=O)NCCN3CCOCC3)c(=O)oc12,0.5,-1,-1,0,0,4,-3,-2,-1
Cc1c(C(=O)N(Cc2ccccc2)C(C)C)cnn1-c1ccccc1,0.3,1,0,-7,-3,5,4,0,0
Cc1ccc(OCc2nnc(NC(=O)c3cccnc3)s2)cc1,1.6,-1,-3,13,7,19,3,-4,1
CCOc1ccc(OCCC(=O)OCC(=O)N2CCN(c3ccc(OC)cc3)CC2)cc1,-0.1,3,0,3,-5,11,3,-1,2
COCCCn1c(SCC(=O)Nc2ccccc2F)nnc1-c1ccoc1C,1.8,2,1,-6,5,8,-8,-3,-3
CC(=N\NC(=O)c1ccc([N+](=O)[O-])cc1)/C(=N/O)C(=O)Nc1ccccc1,-6.4,-4,2,-1,11,21,-2,-1,0
COc1cccc(NC(=O)c2cnc(SC)nc2)c1,-3.7,-2,2,-3,-4,1,0,1,-2
Cc1ccc(CNC(=O)COc2ccc(S(=O)(=O)N3CCCC3)cc2)cc1,0.4,-4,-1,10,1,6,2,4,-1
COC(=O)/C=C1/N/C(=N\c2nc(C)cc(C)n2)N(c2ccc(C)c(C)c2)C1=O,-6.2,-4,-6,-4,10,-7,-2,4,5
O=C(O)c1cccc2c1C(=O)c1ccc(Cl)cc1S2(=O)=O,x,x,-2,2,8,x,1,x,3
Cc1ccc2oc(=O)c3cnn(CC(=O)N4CCc5ccccc5C4)c3c2c1,-3.6,2,5,1,4,-3,-2,-3,4
NNc1nc2c(F)cccc2s1,0.2,2,18,-6,2,8,2,-2,-1
O=C(Nc1ccccc1F)C1CCCC1,-0.1,-2,6,-2,1,-1,-3,0,0
COC(=O)c1ccccc1S(=O)(=O)N1CCn2cccc2C1C (stereo not drawn),1.1,1,-4,10,15,0,0,-2,19
COCCn1nnnc1SCC(=O)NCc1ccc2c(c1)OCO2,0.1,4,-8,2,8,3,2,1,-5
Cc1ccc2oc(=O)c3cnn(CC(=O)NC4CCN(Cc5ccccc5)CC4)c3c2c1,1.9,0,3,-2,2,4,-2,-2,5
CCCC(=O)C1C(=O)CC(CC(C)SCC)CC1=O (stereo not drawn),2.3,2,-2,4,7,-2,5,2,4
CCOC(=O)c1ccc2nc(NC(C)=O)sc2c1,-0.8,-2,-1,2,-9,2,-1,-5,1
COc1ccc(NC(=O)CN(C)C(=O)Cc2c(C)nc3ccccc3c2C)cc1,-1.8,-1,2,6,7,-8,-4,4,6
O=C(COC(=O)C1CC(O)CN1S(=O)(=O)c1ccc(Cl)cc1)c1cccc(Cl)c1 (stereo not drawn),-7.3,-3,2,2,4,4,2,-1,6
O=C(CCCc1ccccc1)Nc1ccccc1C(F)(F)F,-0.7,0,3,-1,6,2,0,-3,1

# Look-ups from the entries so far.
# MCL1-BIM inh, O=C(CCCc1ccccc1)Nc1ccccc1C(F)(F)F → 6
# PME-1 primary, CCCC(=O)C1C(=O)CC(CC(C)SCC)CC1=O (stereo not drawn) → -2
